Source: PubChem (Broad Institute)
TcdB GH inh: inhibitors of Clostridioides difficile toxin B glycohydrolase; P18177; TcdB glycohydrolase enzymatic assay, plate reader; inhibition, % at 9.99 µM; actives 0.24% (n = 350,000); in the data active means inhibition above about 10%
The depositor's hits bear a star. Some of the compounds tested (hit frequency here may not be typical).

| compound | TcdB GH inh |
| --- | --- |
| C[C@@H]1CN([C@H](C)CO)C(=O)c2cc(NC(=O)CCCCCC(=O)Nc3ccccc3N)ccc2O[C@@H](C)CCCCO[C@@H]1CN(C)S(=O)(=O)c1ccc(Cl)cc1 | 1.1 |
| COCCCNC(=O)c1nnn2c1nc(N)c1cc(Cl)ccc12 | 0.5 |
| CCCNC(=O)N1[C@H](CO)[C@H](c2ccccc2-c2ccccc2)[C@@H]1C#N | -1.1 |
| O=C(C[C@H]1CC[C@@H](NC(=O)c2cccnc2)[C@@H](CO)O1)NCCN1CCCCC1 | -1.2 |
| O=C(Nc1ccccc1F)N1C[C@@H]2[C@H](c3ccccc31)[C@H](CO)N2C(=O)Cc1ccccc1 | -0.2 |
| C[C@H](CO)N1C[C@H](C)[C@@H](CN(C)C(=O)Nc2ccc(C(F)(F)F)cc2)OCCCC[C@H](C)Oc2ccc(NS(C)(=O)=O)cc2C1=O | 1.6 |
| C[C@H](CO)N1C[C@H](C)[C@@H](CN(C)C)Oc2cc(-c3ccccc3)ccc2S1(=O)=O | -1.2 |
| CCC(=O)N1CC2(CCN(Cc3cccnc3)CC2)c2c(n(C)c3cc(OC)ccc23)[C@H]1CO | -0.5 |
| CNC[C@@H]1OCCCC[C@@H](C)Oc2ccc(NC(=O)NC(C)C)cc2C(=O)N([C@H](C)CO)C[C@H]1C | 0.7 |
| C[C@H](CO)N1C[C@H](C)[C@@H](CN(C)Cc2cccc(C(=O)O)c2)Oc2ncc(-c3ccccc3F)cc2C1=O | -8.0 |
| CNC(=O)C[C@H]1CC[C@H]2[C@H](COc3ccc(NC(=O)Nc4ccccc4F)cc3C(=O)N2C)O1 | 1.5 |
| COc1ccc(COCC23N=C4SCc5ccccc5C(=O)N4[C@H](c4ccccc4O2)[C@H]3CO[Si](C)(C)C(C)(C)C)cc1 | 0.1 |
| CC(=O)N1[C@@H]2c3cccc(=O)n3C[C@@H]2[C@@H](CO)[C@@H]1C(=O)NCc1ccccc1F | 0.7 |
| C[C@H](CO)N1C[C@H](C)[C@@H](CN(C)Cc2ccc(-c3ccccc3)cc2)Oc2ccc(NC(=O)Nc3ccc(C(F)(F)F)cc3)cc2C1=O | -0.7 |
| O=C(C[C@H]1C=C[C@H](NC(=O)Nc2ccccc2F)[C@H](CO)O1)NCc1ccc(Cl)cc1 | 1.6 |
| O=C(C[C@@H]1CC[C@H]2[C@@H](COC[C@H](O)CN2C(=O)Nc2ccc(C(F)(F)F)cc2)O1)NC1Cc2ccccc2C1 | 1.0 |
| COc1ccc2c3c([nH]c2c1)[C@@H](CO)N(Cc1ccncc1)CC31CCN(C(=O)Cc2ccncc2)CC1 | 0.3 |
| O=C(NC[C@@H]1[C@H](c2ccccc2)[C@@H](CO)N1C(=O)Cc1cccnc1)C1CC1 | 0.1 |
| O=C(N[C@@H]1CC[C@H](CCNS(=O)(=O)c2ccccc2Cl)O[C@H]1CO)c1ccccc1 | 0.3 |
| CCCN1[C@@H]2c3ccc(-c4ccccc4)c(=O)n3C[C@H]1[C@H](CO)[C@H]2C(=O)NCCc1cn(C)cn1 | 0.7 |
| CCCC(O)C#Cc1cnc2c(c1)C(=O)N([C@H](C)CO)C[C@H](C)[C@H](CN(C)C(=O)Nc1ccc(F)cc1)O2 (some centres not stated) | -0.1 |
| N#Cc1ccc(-c2ccc3c(c2)[C@H]2[C@H](CCN2Cc2ccc4c(c2)OCO4)[C@@H](CO)N3)cc1 | -1.0 |
| CO[C@@H]1CC[C@@H]2CCN(C)C(=O)CC3(CCCCC3)CN(C)C(=O)c3cc(C#N)ccc3OC[C@H]1O2 | -0.3 |
| CCCNC(=O)N1[C@H](CO)[C@H](c2ccccc2)[C@@H]1CNC(=O)c1ccccc1 | -0.4 |
| CO[C@@H]1CN(C)C(=O)c2cc(NC(C)=O)ccc2OC[C@H](C)N(Cc2cc(F)ccc2F)C[C@H]1C | -0.1 |
| COCC#Cc1ccc([C@H]2[C@H](CO)N3C(=O)CN(C(=O)c4cccnc4)C[C@@H]23)cc1 | 0.8 |
| CN(C)CC(=O)N[C@H]1CC[C@@H](CCNC(=O)C2CC2)O[C@@H]1CO | -0.1 |
| Cc1ccc(S(=O)(=O)N(C)C[C@@H]2Oc3ccc(N(C)C)cc3CC(=O)N([C@H](C)CO)C[C@H]2C)cc1 | -6.5 |
| C[C@@H]1CN([C@H](C)CO)S(=O)(=O)c2ccc(C3=CCCCC3)cc2O[C@H]1CN(C)C(=O)Nc1ccc2c(c1)OCO2 | 0.0 |
| O=C(Cc1cccnc1)N[C@H]1CC[C@H](CCn2cc(Cc3ccccc3)nn2)O[C@H]1CO | -0.1 |
| CC(=O)N(C)C[C@H]1Oc2ncc(-c3cccc(F)c3)cc2C(=O)N([C@@H](C)CO)C[C@H]1C | -1.7 |
| CC(C)NC(=O)N1C[C@H]2[C@@H](c3ccccc31)[C@@H](CO)N2C(=O)c1ccccn1 | 1.4 |
| C[C@H]1CN([C@@H](C)CO)C(=O)Cc2cc(NC(=O)CCN3CCOCC3)ccc2O[C@@H]1CN(C)S(=O)(=O)c1ccc(Cl)cc1 | -1.1 |
| O=C([C@@H]1[C@@H](CO)[C@@H]2Cn3c(ccc(-c4ccccc4)c3=O)[C@@H]2N1Cc1cocn1)N1CCCCC1 | 0.1 |
| O=C(c1cnccn1)N1CC(=O)N2[C@H](CO)[C@@H](c3ccc(C#CCc4ccccc4)cc3)[C@@H]2C1 | -0.1 |
| O=C(NCC[C@@H]1CC[C@H](NC(=O)C2CCCCC2)[C@H](CO)O1)c1ccc(F)cc1 | -0.3 |
| COCC#Cc1ccc2c(c1)O[C@H](CN(C)C(=O)CC1CC1)[C@H](C)CN([C@@H](C)CO)S2(=O)=O | 3.4 |
| Cc1noc(C)c1NC(=O)Nc1ccc2c(c1)CC(=O)N([C@H](C)CO)C[C@H](C)[C@@H](CN(C)Cc1ccc(Cl)c(Cl)c1)O2 | 0.1 |
| C[C@@H]1CN([C@@H](C)CO)C(=O)c2cc(NC(=O)C3CCCCC3)ccc2O[C@@H](C)CCCCO[C@@H]1CN(C)C(=O)c1ccccc1 | -0.9 |
| CCS(=O)(=O)N1CCC2(CC1)CN(C(=O)NC(C)C)[C@H](CO)c1c2c2ccc(OC)cc2n1C | -0.1 |
| C[C@@H]1CN([C@H](C)CO)C(=O)c2cccc(NC(=O)c3cnccn3)c2O[C@H]1CN(C)Cc1ccc2c(c1)OCO2 | 0.6 |
| C[C@@H]1CN([C@H](C)CO)C(=O)c2cccc(NC(=O)c3ccc(-c4nccs4)cc3)c2O[C@H]1CN(C)S(C)(=O)=O | -0.1 |
| COc1ccc(-c2ccc([C@@H]3[C@@H](CO)N4C(=O)CNC[C@@H]34)cc2)cc1 | 0.0 |
| C[C@H]1CN([C@@H](C)CO)C(=O)c2cc(C#Cc3ccccn3)cnc2O[C@H]1CN(C)Cc1ccncc1 | -0.3 |
| C[C@@H]1CN([C@H](C)CO)C(=O)Cc2cc(NC(=O)NC3CCCCC3)ccc2O[C@@H]1CN(C)Cc1ccc(Cl)c(Cl)c1 | 0.1 |
| C[C@@H]1CN([C@H](C)CO)C(=O)Cc2cc(NS(C)(=O)=O)ccc2O[C@H]1CN(C)Cc1ccc(C(F)(F)F)cc1 | -0.9 |
| CC(C)NC(=O)N(C)C[C@@H]1Oc2ccc(NC(=O)CCN3CCOCC3)cc2CC(=O)N([C@H](C)CO)C[C@@H]1C | -0.4 |
| COc1cc(C(=O)C(=O)N2CCN(c3ccccc3)CC2)cc2ccccc12 | -4.2 |
| C[C@H]1CN([C@@H](C)CO)C(=O)c2cccc(NC(=O)C3CC3)c2O[C@@H]1CN(C)Cc1ccc(C(=O)O)cc1 | 0.8 |
| CNC[C@@H]1Oc2cc(C#C[C@@H](C)O)ccc2S(=O)(=O)N([C@@H](C)CO)C[C@H]1C | -0.7 |

Another view of some results above:
C[C@H]1CN([C@@H](C)CO)C(=O)c2cccc(NC(=O)C3CC3)c2O[C@@H]1CN(C)Cc1ccc(C(=O)O)cc1
  TcdB GH inh = 0.8

C[C@@H]1CN([C@@H](C)CO)C(=O)c2cc(NC(=O)C3CCCCC3)ccc2O[C@@H](C)CCCCO[C@@H]1CN(C)C(=O)c1ccccc1
  TcdB GH inh = -0.9

C[C@@H]1CN([C@H](C)CO)S(=O)(=O)c2ccc(C3=CCCCC3)cc2O[C@H]1CN(C)C(=O)Nc1ccc2c(c1)OCO2
  TcdB GH inh = 0.0

Next compounds
| compound | TcdB GH inh |
| --- | --- |
| O=C(c1ccncc1)N1CC(=O)N2[C@H](CO)[C@@H](c3ccc(-c4cccnc4)cc3)[C@@H]2C1 | -0.5 |
| COc1ccccc1NC(=O)N1C[C@@H]2[C@H](c3ccccc31)[C@H](CO)N2C(C)=O | 1.1 |
| COc1ccc(NC(=O)N2CCCCN3[C@H](CO)[C@H](c4ccc(-c5ccccc5C)cc4)[C@@H]3C2)cc1 | -0.6 |
| CO[C@@H]1CN(C)C(=O)c2cc(NS(=O)(=O)c3cccc(C)c3)ccc2OC[C@H](C)NC[C@H]1C | -0.6 |
| C[C@H](CO)N1C[C@H](C)[C@@H](CN(C)Cc2ccc3c(c2)OCO3)Oc2ncc(C#CCN(C)C)cc2C1=O | 0.6 |
| CO[C@H]1CN(C)C(=O)c2ccc(NC(=O)NC(C)C)cc2OC[C@@H](C)N(C(=O)CC2CC2)C[C@H]1C | 0.9 |
| C[C@@H]1CN([C@@H](C)CO)C(=O)c2cc(NS(=O)(=O)c3cccs3)ccc2O[C@@H](C)CCCCO[C@@H]1CN(C)Cc1ccc(C(=O)O)cc1 | 0.1 |
| COc1ccccc1NC(=O)N(C)C[C@@H]1Oc2ncc(C#CCN(C)C)cc2C(=O)N([C@H](C)CO)C[C@@H]1C | -0.8 |
| C[C@H]1CN([C@@H](C)CO)C(=O)c2ccccc2-c2ccccc2CO[C@@H]1CN(C)S(=O)(=O)c1ccc(F)cc1 | -1.6 |
| CC(C)CC#Cc1ccc2c(c1)O[C@H](CN(C)C(=O)c1cccnc1)[C@@H](C)CN([C@H](C)CO)S2(=O)=O | -1.1 |
| CO[C@@H]1CN(C)C(=O)c2cc(NC(=O)c3ccc(F)cc3)ccc2OC[C@H](C)N(C)C[C@@H]1C | -0.4 |
| C[C@@H]1CN([C@H](C)CO)C(=O)c2cccc(NC(=O)Nc3ccc(C(F)(F)F)cc3)c2O[C@@H]1CN(C)S(=O)(=O)c1ccc(Cl)cc1 | 0.3 |
| O=C(NCC1CC1)[C@@H]1[C@@H](CO)[C@@H]2Cn3c(ccc(-c4cccnc4)c3=O)[C@H]1N2C(=O)C1CCCC1 | 0.6 |
| C[C@H](CO)N1C[C@H](C)[C@@H](CN(C)C(=O)Nc2ccc(C(F)(F)F)cc2)Oc2ccc(NC(=O)Cc3ccccc3)cc2CC1=O | -1.9 |
| COc1ccc(-c2ccc3n(c2=O)C[C@@H]2[C@@H](CO)[C@H](C(=O)NCCN4CCCC4)N(C)[C@H]32)cc1 | 1.4 |
| O=C(CC1CC1)N1CC(=O)N2[C@H](C1)[C@@H](c1ccc(C#Cc3cccc(F)c3)cc1)[C@@H]2CO | 0.8 |
| O=C(Nc1ccccc1F)N[C@H]1CC[C@@H](CCNC(=O)C2CCOCC2)O[C@@H]1CO | 0.0 |
| COc1ccc(NC(=O)N(C)C[C@H]2Oc3ccc(NC(=O)C4CCCCC4)cc3CC(=O)N([C@@H](C)CO)C[C@@H]2C)cc1 | 2.8 |
| C[C@H](CO)N1C[C@H](C)[C@@H](CN(C)C(=O)C2CCCCC2)OCCCC[C@H](C)Oc2ccc(NC(=O)Nc3ccccc3)cc2C1=O | -1.6 |
| COc1ccc(NC(=O)N(C)C[C@@H]2Oc3ccc(NC(=O)Cc4ccccc4)cc3C(=O)N([C@H](C)CO)C[C@@H]2C)cc1 | -0.5 |
| CC(=O)N1[C@H](C(=O)NCC2CC2)[C@@H](CO)[C@@H]2Cn3c(ccc(-c4cccc(F)c4)c3=O)[C@@H]21 | -0.6 |
| CC(=O)NC[C@H]1[C@H](c2ccc(-c3ccccc3F)cc2)[C@H](CO)N1C(C)=O | 0.5 |
| O=C(C[C@H]1CC[C@H]2[C@@H](COC[C@H](O)CN2S(=O)(=O)c2cccc(Cl)c2)O1)N1CCOCC1 | 0.6 |
| C/C=C/c1ccc(C2[C@H]3CNC[C@@H]2N3Cc2cccc(C(F)(F)F)c2)cc1 (some centres not stated) | 1.5 |
| CCC(=O)N[C@H]1C=C[C@H](CC(=O)NCC2CCCCC2)O[C@H]1CO | 1.4 |

Four structures from above, ordered by count of non-hydrogen atoms, highest first.
| compound | TcdB GH inh |
| --- | --- |
| C[C@@H]1CN([C@@H](C)CO)C(=O)c2cc(NS(=O)(=O)c3cccs3)ccc2O[C@@H](C)CCCCO[C@@H]1CN(C)Cc1ccc(C(=O)O)cc1 | 0.1 |
| O=C(Nc1ccccc1F)N[C@H]1CC[C@@H](CCNC(=O)C2CCOCC2)O[C@@H]1CO | 0.0 |
| C/C=C/c1ccc(C2[C@H]3CNC[C@@H]2N3Cc2cccc(C(F)(F)F)c2)cc1 (some centres not stated) | 1.5 |
| CCC(=O)N[C@H]1C=C[C@H](CC(=O)NCC2CCCCC2)O[C@H]1CO | 1.4 |

(continued)
| compound | TcdB GH inh |
| --- | --- |
| C[C@@H]1CN([C@H](C)CO)C(=O)c2cc(-c3cccc(F)c3)cnc2O[C@H]1CN(C)S(=O)(=O)c1cccc(F)c1 | 1.9 |
| O=C(C[C@H]1C=C[C@@H](NS(=O)(=O)c2ccc(F)cc2)[C@@H](CO)O1)NCCc1ccncc1 | 0.1 |
| COc1ccc(CN(C)C[C@@H]2OCCCC[C@@H](C)Oc3ccc(NC(=O)NC(C)C)cc3C(=O)N([C@@H](C)CO)C[C@@H]2C)cc1 | 0.7 |
| CO[C@H]1CN(C)C(=O)c2cc(NC(=O)NC3CCCCC3)ccc2OC[C@@H](C)N(C)C[C@@H]1C | -1.5 |
| O=C(C[C@H]1CC[C@H](NC(=O)NC2CCCCC2)[C@@H](CO)O1)NCc1ccc(F)cc1 | 0.0 |
| C[C@@H]1CN([C@@H](C)CO)C(=O)c2cccc(NC(=O)Nc3ccc(C(F)(F)F)cc3)c2O[C@@H]1CN(C)Cc1ccc(C(=O)Nc2ccccc2N)cc1 | -0.2 |
| COc1ccc(S(=O)(=O)Nc2ccc3c(c2)C(=O)N([C@H](C)CO)C[C@@H](C)[C@@H](CN(C)S(=O)(=O)c2ccccc2)OCCCC[C@H](C)O3)cc1 | -0.6 |
| C[C@H](CO)N1C[C@H](C)[C@H](CN(C)Cc2ccc(Oc3ccccc3)cc2)Oc2c(NS(=O)(=O)c3ccc(Cl)cc3)cccc2C1=O | 0.2 |
